NOD1 inhibition: NOD1 signaling inhibitors, primary screen, cell-based, luminescence, uHTS (AID 1578); actives 1% (n = 290,000); NOD1-driven NF-kB luciferase reporter cells, luminescence; higher % means a stronger effect; one-dose inhibition, % at 4 µM; EC50 in µM for titrated hits; in the data active means inhibition mostly above about 36%, no sharp cut-off; inactive means mostly below about 34%;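 further: HEK-293T reporter cells stimulated with the NOD1 agonist gamma-tri-DAP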
NOD2 inhibition: NOD2 signaling inhibitors, cell-based, luminescence, uHTS, HEK293 (AID 1566) | one-dose inhibition, % at 4 µM; EC50 in µM for titrated hits | actives 0.63% (n = 290,000) | HEK293 NOD2/NF-kB luciferase reporter, luminescence; higher % means a stronger effect; further: many of its hits are not listed in these tables
GPR55 beta-arrestin: selective activators of receptor GPR55 – imaging, U2OS cells, beta-arrestin-GFP redistribution, primary screen (AID 1961). U2OS GPR55 beta-arrestin-GFP redistribution imaging; higher % means a stronger effect. actives 0.048% (n = 290,000). activation, % at 10 µM, or EC50 in µM where a hit was titrated;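 active means activation above 40% with more than 50 cells counted in the well; inconclusive means wells holding fewer than 50 cells, flagged as toxic or sparse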;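 further: U2OS osteosarcoma cells stably expressing GPR55 and beta-arrestin-GFP; plate controls were DMSO negative control for no effect and LPI positive control for full effect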
Myeloid diff MLP: myeloid differentiation induction. ER-HoxA9 myeloid progenitors, lysozyme-GFP differentiation, flow cytometry. calls only at 10 µM. actives 1% (n = 360,000);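 active means normalized GFP-positive differentiation at or above the plate's own cutoff, the solvent-only control mean plus 3 SD; inconclusive means no clear call, values can overlap the other calls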;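 further: cells exposed to compound for four days before flow analysis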
GPR55 antagonists: inhibition of LPI-stimulated GPR55 beta-arrestin translocation – imaging, U2OS, beta-arrestin-GFP, LPI agonist, primary screen (AID 2013); inhibition, % at 10 µM, or IC50 in µM where a hit was titrated; actives 0.13% (n = 290,000); U2OS GPR55 beta-arrestin-GFP translocation imaging, LPI antagonism; higher % means a stronger effect;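 active means spots per cell inhibited over 60%, with over 100 cells counted and total cytoplasm intensity under 500,000; inconclusive means wells with under 100 cells, flagged as likely toxic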;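 further: U2OS cells stably carrying GPR55 and arrestin-GFP stimulated by 5 µM LPI near EC80; imaged beta-arrestin-GFP aggregate spots per cell after agonist stimulation; plate controls were LPI-stimulated DMSO wells for no effect and DMSO wells without LPI for full effect; some results filed as inactive read as strong as hits; confirmed hits need IC50 under 10 µM and bright autofluorescent wells are also inconclusive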
KOR beta-arrestin-1: KOR agonists, beta-arrestin recruitment, primary screen, cell-based, luminescence, uHTS (AID 1777). KOR beta-arrestin recruitment, luminescence; higher % means a stronger effect. activation, % at 10 µM, or EC50 in µM where a hit was titrated. actives 0.02% (n = 280,000); in the data active means activation above about 50%, passing the limit was not always enough; further: a part of the inactive calls stands beside numbers as strong as those of hits
NTR1 agonist: agonists of NTR1, primary screen, imaging, U2OS cells, beta-arrestin-GFP, high content (AID 493036) | actives 0.17% (n = 330,000) | NTR1-U2OS beta-arrestin-GFP spot imaging, agonist mode | P30989 | activation, % at 20 µM;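 active means activation at or above 40% of the spot to cytoplasm intensity ratio, with at least 20 cells analyzed; inconclusive means wells under 20 cells, flagged as cytotoxic or low count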;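 further: 0% = DMSO without peptide and 100% = 100 nM NTR1 peptide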
Target sequence (P30989 whole entry, looked up): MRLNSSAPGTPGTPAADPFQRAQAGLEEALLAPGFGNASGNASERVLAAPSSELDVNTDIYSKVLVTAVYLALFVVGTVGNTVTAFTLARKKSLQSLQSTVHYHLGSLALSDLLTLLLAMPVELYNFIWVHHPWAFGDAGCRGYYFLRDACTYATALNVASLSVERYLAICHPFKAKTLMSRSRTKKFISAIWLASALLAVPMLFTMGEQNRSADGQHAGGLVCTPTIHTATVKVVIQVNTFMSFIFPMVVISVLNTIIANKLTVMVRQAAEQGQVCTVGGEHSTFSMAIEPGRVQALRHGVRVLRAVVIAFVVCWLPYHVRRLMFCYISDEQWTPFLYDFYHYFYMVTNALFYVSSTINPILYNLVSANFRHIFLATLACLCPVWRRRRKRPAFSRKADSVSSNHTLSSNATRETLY
T cell modulator: modulates CD8 T cell binding to vesicles; 2C CD8+ T cell-vesicle binding, flow cytometry; hits give low values; calls only at 7 µM; actives 0.068% (n = 330,000);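 active means response, share of CD8 T cells binding vesicles, and their 90th percentile fluorescence all below set limits, cut at about 80% in these data, passing the limit was not always enough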
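Benchmarks: naked versus QL9-loaded vesicles / Assay system: purified 2C TCR transgenic mouse naive CD8+ T cells / Technique: high-throughput flow cytometry with anti-B7-1 and anti-CD8 staining / Timing: Cell–vesicle co-incubation 1.5 h at 37 °C, staining 20 min on ice / Read-out: percent CD8+ FL2 mean versus row control / Probe or stimulus: QL9-loaded Drosophila micro-vesicles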
KOR beta-arrestin-2: KOR antagonists, beta-arrestin recruitment, cell-based, luminescence, uHTS (AID 1778) | KOR beta-arrestin recruitment, luminescence, antagonist mode; higher % means a stronger effect | inhibition, % at 10 µM, or IC50 in µM where a hit was titrated | actives 0.091% (n = 290,000); further: strong numbers were not always called active
T cell modulator vesicle-bound %: further read-out of T cell modulator, marked with its call; double positive events, %; measured here: CD8+ vesicle-bound cell fraction;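 binding gate set so that unloaded-vesicle control wells show 10% double positive cells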
NTR1 agonist cell count 20 µM: second read-out of NTR1 agonist, no call of its own (marks repeat the call); cell count; measured here: cell count, cytotoxicity flag
Myeloid diff MLP GFP+ MAC1+ %: second read-out of Myeloid diff MLP, no call of its own (marks repeat the call); GFP+ MAC1+ double positive, %; measured here: differentiation confirmed by MAC1 staining
* marks the source's active call; other numbers are inactive results; i = inactive; ? = inconclusive; / = no result given; + = active, no number; & = joins results of further samples; [ ] = dose if it differs, or a comment. Unless noted, no stated cut-off is given here; in the data, active means inhibition above about 50%; inactive means the rest. Only part of the results is shown; count on the stated rates, not on these rows.

entry	SMILES	KOR beta-arrestin-1	T cell modulator vesicle-bound %	NTR1 agonist	GPR55 antagonists	T cell modulator	Myeloid diff MLP	NOD2 inhibition	KOR beta-arrestin-2	NTR1 agonist cell count 20 µM	GPR55 beta-arrestin	NOD1 inhibition	Myeloid diff MLP GFP+ MAC1+ %
1	CCN(CC)S(=O)(=O)c1ccc(-c2nnc(SCc3nnc(-c4ccc(C)cc4)o3)n2CC)cc1	-1.6%	31	1.1	-12%	i	i	11%	0%	77	-0.1%	-6%	2.0
2	Cc1ccc(NC(=O)CCC(=O)N/N=C/c2ccc(O)cc2)cc1	-1.2%	19	-0.2	-8%	i	i	42%	-25%	104	0.2%	-13%	0.3
3	CCCCn1c(/N=C/c2ccc(N(C)C)cc2)nc2ccccc21	-6.1%	35	1.6	-4%	i	i	16%	20%	48	-0.2%	-22%	1.5
4	Cc1nc2sccn2c(=O)c1S(=O)(=O)NC(C)c1ccccc1 (configuration not stated)	6.4%	33	2.4	-1%	i	i	14%	-1%[20 µM]	69	-0.1%	2%	7.5
5	O=S(=O)(Nc1ncn[nH]1)c1ccc2ccccc2c1	-0.6%	43	0.8	14%	i	i	6%	-2%	69	-0.2%	-10%	1.2
6	COc1cc(/C=N/Nc2ccc(C(F)(F)F)cn2)cc(OC)c1O	-5.0%	/	-1.4	4%	/	i	2%	-1%	91	-0.1%	-28%	0.7
7	O=C(/C=C/c1ccco1)OCc1nnc(-c2ccc(Cl)cc2)o1	-3.0%	50	-2.3	-1%	i	i	9%	-14%	40	-0.3%	-10%	0.5
8	CCOC(=O)c1[nH]c(CSc2nnc(-c3ccncc3)n2CCOC)c(C(=O)OCC)c1C	-2.6%	35	-4.8	-3%	i	i	23%	24%	77	0.1%	-12%	0.3
9	COc1ccccc1CNC(=O)C1CCN(c2nc3ccccc3o2)CC1	1.9%	48	-0.7	4%	i	+	10%	-5%	65	-0.2%	-21%	4.6*
10	O=C(c1ccc(Br)cc1)C1CCc2occc2C1=O (configuration not stated)	-2.9%	10	-0.5	-17%	i	i	-2%	23%	79	0.3%	-30%	2.0
11	Cn1cc(CCNC(=O)CC2C(=O)NCCN2CC(c2ccccc2)c2ccccc2)cn1 (configuration not stated)	-0.6%	25	0.2	-5%	i	i	-8%	28%	64	0.3%	0%	0.2
12	COc1ccc(/C=C2\C(=O)NC(=S)N2C(=O)c2ccc(C)cc2)cc1	-0.3%	49	1.4	9%	i	i	0%	16%	61	0.0%	-2%	0.3
13	Cc1ccc(CNCc2cccnc2)cc1	5.0%	21	1.0	-4%	i	i	-3%	-7%	43	0.5%	-10%	1.4
14	COc1ccc(NC(=O)C2CC(=O)N(Cc3ccc(C)cc3)C2)cc1S(=O)(=O)N1CCCCC1 (configuration not stated)	2.4%	17	0.1	-15%	i	/	18%	-5%	79	-0.3%	-13%	/
15	c1ccc(-n2nnnc2SCc2cccc3nsnc23)cc1	1.2%	28	0.7	13%	i	i	15%	-28%	77	-0.3%	16%	0.4
16	O=C(CCc1nnc(Cc2ccc3c(c2)OCO3)o1)NCc1nc2ccccc2s1	/	/	/	11%	/	i	5%	-16%[20 µM]	/	-0.1%	-11%	1.0
17	COc1cccc(CN2CC(C(=O)N(C)Cc3ccc(C)cc3)CCC2=O)c1 (configuration not stated)	-2.0%	19	1.0	20%	i	i	11%	-34%	53	-0.2%	-27%	0.7
18	CCc1nc(SCC(=O)Nc2nnc(CC(C)C)s2)n[nH]1	-2.0%	61	-0.3	8%	i	i	18%	-8%[20 µM]	49	0.2%	-14%	0.0
19	CCN(CC)CCCNC(=O)c1ccc(CS(=O)(=O)c2ccccc2OC)o1	-4.2%	26	-1.5	0%	i	i	1%	-5%	100	0.3%	-10%	0.4
20	O=C(CC1COc2ccccc2O1)NC1CCCCC1 (configuration not stated)	-1.9%	46	1.6	9%	i	i	0%	-31%	29	0.0%	-11%	0.7
21	O=C1OCCC1Sc1ncnc2sc3c(c12)CCC3 (configuration not stated)	6.7%	36	0.4	-7%	i	i	8%	-17%	45	0.6%	-29%	0.3
22	CC(C)c1ccc2c(c1)C1(NN=C(c3ccccc3)S1)C(=O)N2 (configuration not stated)	0.2%	51	5.7	30%	i	/	22%	30%	41	0.0%	-9%	/
23	CCc1c(O)nc(SCC(=O)Nc2ccc(C)cc2)n(C2CCCCC2)c1=O	12%	68	3.7	-11%	i	i	-9%	-5%	51	0.2%	-19%	4.5
24	COc1cc(CC(=O)Nc2ccccc2N2CCOCC2)cc(OC)c1OC	-4.9%	61	1.0	4%	i	i	0%	17%	35	-0.2%	-22%	0.2
25	Cc1ccc(Cn2ccc(NC(=O)c3cc(-c4cccs4)on3)n2)cc1	-4.0%	7	4.4	6%	i	i	14%	19%	54	-0.4%	-24%	0.7
26	CCOC(=O)CSc1nc(N)c2c3c(sc2n1)CCCC3	6.6%	42	-0.8	6%	i	i	4%	-25%	57	-0.1%	-2%	0.0
27	COc1ccc(CCNc2nc(N3CCCCC3)nc(N3CCCCC3)n2)cc1OC	3.1%	36	16	25%	i	i	10%	18%	51	-0.1%	-10%	0.2
28	Oc1c(C=C2N=c3ccccc3=N2)sc(=S)n1-c1ccc(F)cc1	8.5%&-1.4%	52&33	3.4&0.6	-2%&23%	i	i	1%&9%	33%&-15%	83&95	-0.2%&-0.1%	-24%&1%	0.5&0.9
29	CC(C)C[C@H](NC(=O)[C@H](Cc1ccccc1)n1c(=O)[nH]c2ccccc2c1=O)C(=O)N1CCC(C(=O)O)CC1	4.7%	18	-1.4	-2%	i	i	10%	-14%[20 µM]	89	-0.2%	-9%	3.1
30	CC(C)C1OC2c3cccc4cccc(c34)C2N1c1ccccc1 (configuration not stated)	-2.0%	40	-3.4	18%	i	i	12%	-8%	84	0.4%	-16%	1.9
31	Cc1ccc(S(=O)(=O)Nc2ccc(-c3nc4ccc(C)cc4s3)cc2)cc1	-0.8%	44	9.6	6%	i	i	2%	-11%	65	-0.1%	-8%	0.5
32	COc1ccc(S(=O)(=O)N2CCN(CC3CC=CCC3)CC2)cc1 (configuration not stated)	-0.1%	26	-1.1	4%	i	i	-30%	-20%	44	0.3%	-39%	2.6
33	O=C(CSc1nnc(-c2cccc(S(=O)(=O)N3CCCCC3)c2)o1)c1ccc[nH]1	-3.0%	61	0.2	-5%	i	i	13%	-5%	49	-0.1%	-2%	0.3
34	O=C(CSc1nnc(-c2cccnc2)n1Cc1ccco1)Nc1nc(-c2ccc(F)cc2)cs1	-3.6%	33	5.1	18%	i	i	8%	34%	79	-0.1%	-12%	0.9
35	O=C(O)CSc1nc2ccc(Cl)cc2[nH]1	-9.6%	46	2.5	14%	i	i	-11%	-19%	41	0.2%	-14%	0.8
36	Cc1ccc(C(=O)Nc2sc3c(c2C#N)CCCCC3)cc1C	-12%	10	8.5	1%	i	i	-9%	-13%	98	0.0%	-7%	0.2
37	COc1cnn(-c2ccc(C)cc2)c(=O)c1Br	-2.7%	44	-0.3	1%	i	i	-9%	-7%	46	-0.3%	1%	0.4
38	CC(=O)c1cccc(NC(=O)CNC(=O)Cc2ccccc2)c1	-1.2%	28	-0.2	0%	i	i	-14%	-35%	65	-0.2%	20%	0.6
39	CCCCCCCC[n+]1cccc(C(=O)N(CC)CC)c1	-0.9%	55	0.6	4%	i	i	6%	-4%	79	-0.2%	1%	0.3
40	CC(=O)N(c1ccc(C(F)(F)F)cc1)S(=O)(=O)c1ccc(N2C(=O)CCC2=O)cc1	4.8%	15	-0.1	-2%	i	i	21%	-2%	62	-0.1%	-5%	0.9
41	COc1cc(C(=O)NCCC(=O)N2CCC3(CC2)NCCc2[nH]cnc23)cc(OC)c1OC	-2.7%	22	-1.2	5%	i	i	2%	-15%	54	0.1%	-22%	0.0
42	CCn1c(CCc2nc3ccccc3[nH]2)n[nH]c1=S	1.8%	11	1.0	4%	i	i	5%	-1%	28	0.1%	-22%	0.6
43	COCCOC(=O)c1c(C)oc2ccc(OCc3ccccc3)cc12	-2.4%	56	5.3	12%	i	i	-3%	-7%	98	-0.2%	-30%	0.5
44	CC1(c2ccccc2)CC(C)(C)n2c(O)c(C3=NC(=S)NC3=O)c3cccc1c32 (configuration not stated)	0.4%	31	42*	0%	i	i	5%	10%	61*	0.0%	24%	0.4
45	O=S(=O)(c1ccc(Cl)s1)N1CCN(CCc2ccccc2)CC1	6.9%	37	1.3	19%	i	i	8%	15%	58	0.2%	-18%	1.2
46	CCOc1ccc(NC(=O)/C=C/c2ccc(OC)cc2)c([N+](=O)[O-])c1	3.0%	48	7.4	10%	i	i	18%	-5%	51	1.5%	-20%	2.5
47	Cc1cc(-c2ccccc2)nc(N(C)NC(=O)c2c(F)cccc2F)c1S(C)(=O)=O	-1.3%	11	0.1	-1%	i	i	8%	8%	38	-0.1%	-9%	0.6
48	CCOc1ccccc1OCCCC(=O)NC1=NCCS1	-2.9%	28	-3.2	2%	i	i	3%	2%	84	0.0%	7%	1.3
49	CC(NC(=O)c1ccc(Cl)cc1)C(=O)N1CCCCC1 (configuration not stated)	-4.8%	52	-0.8	2%	i	i	-2%	0%	82	-0.2%	-7%	2.7
50	O=C(/C=C/c1ccccc1)c1ccccn1	4.4%	43	9.5	8%	i	i	-75%	9%	36	4.7%	-16%	0.4
51	COc1cc(NC(=O)c2oc3ccccc3c2C)ccc1NC(=O)c1ccco1	-1.1%	24	10	1%	i	?	15%	-44%	43	0.7%	25%	/
52	CN1CC=C2C(C#N)=C(N)C(C#N)(C#N)[C@H](c3cccc(Cl)c3)C2C1 (some centres not stated)	3.5%	55	-3.9	?	i	i	10%	11%	64	37%	0%	0.8
